# MRP-1 activ = activators of MRP-1. 140,000 compounds, 0.61% hits. H69AR cells + doxorubicin, viability rescue, CellTiter-Glo. viability increase, % at 10 µM;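 active means viability gain under doxorubicin at or above a set limit, the compound median plus 3 SD, cut at about 4.7% in these data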;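 further: MRP-1 overexpressing cells given doxorubicin 25 µM after compound pretreatment; 18-22 h compound pretreatment then 72 h with doxorubicin before readout; 0% = doxorubicin-only wells and 100% = vehicle-treated cells without doxorubicin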
# E-sel TNF inh = TNF alpha driven E-selectin expression inhibition; HUVEC TNFa-induced E-selectin immunofluorescence, high content; inhibition, % at 2 µM; 120,000 compounds, 0.71% hits;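 active means inhibition above the batch mean plus 3 SD, and confirmed as a hit on visual image review, cut at about 43% in these data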;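 further: 0% = TNF-stimulated DMSO wells and 100% = unstimulated control wells; not every result past the cut was called active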
# Phagocyt inh = macrophage phagocytosis inhibition; J774A.1 macrophage IgG-bead phagocytosis, imaging; inhibition, % at 5 µM; 110,000 compounds, 0.07% hits;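 active means inhibition above the mean of the plate negative controls plus 5 SD, cut at about 13% in these data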;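 further: phagocytic index as fraction of beads internalized from green versus red external bead signal; plate controls were DMSO negative control for no effect and cytochalasin-D positive control for full effect; some results beyond the cut were filed as inactive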
# PTEN del growth = growth suppressors of cells with PTEN tumor suppressor deletion; HCT116 PTEN-null viability, CellTiter-Glo, 60 h; hits give low values; viability, % at 10 µM; 140,000 compounds, 1.2% hits; AID 827;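 active means viability at or below a set limit, 4 SD under the median of all tested compounds, cut at about 3.7% in these data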;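 further: PTEN knockout HCT116 line with beta catenin targeted HCT116 as companion control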
# Yeast lifespan up = extends the lifespan of yeast. S. cerevisiae growth with nicotinamide, OD615; deaD strain in restrictive glucose medium. inhibition of the nicotinamide effect, % at 10 µM. 130,000 compounds, 0.68% hits;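 active means inhibition above a set limit, placed 3 SD over the median of all compounds, cut at about 26% in these data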;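 further: 0% = nicotinamide-treated wells and 100% = cells grown without nicotinamide; some compounds called inactive have numbers as strong as hits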
#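 Test system – modified budding yeast, DeaD strain · Compound – single dose 10 µM compound, 0.25% DMSO · Times – culture preincubation 4 h, compound exposure 48 h, both 30 °C · Detection – optical density (absorbance) at 615 nm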
# Measles CPE = protection of cells from measles virus; Measles virus-infected cells, CPE protection, absorbance; 140,000 compounds, 1.5% hits; protection (pct of control), % at 4 µM; AID 841; in the data active means protection mostly above about 24%, no sharp cut-off; inactive means mostly below about 26%; further: some compounds called inactive have numbers as strong as hits
# NPY-Y2 antag = antagonists of human neuropeptide Y receptor Y2; NPY-Y2 expressing cells, antagonist mode; 140,000 compounds, 0.99% hits; AID 793; P49146; inhibition, % at 2.7 µM; in the data active means inhibition above about 17%;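 further: 0% = vehicle with agonist challenge and 100% = reference antagonist with challenge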
# Target sequence (P49146 whole entry, looked up): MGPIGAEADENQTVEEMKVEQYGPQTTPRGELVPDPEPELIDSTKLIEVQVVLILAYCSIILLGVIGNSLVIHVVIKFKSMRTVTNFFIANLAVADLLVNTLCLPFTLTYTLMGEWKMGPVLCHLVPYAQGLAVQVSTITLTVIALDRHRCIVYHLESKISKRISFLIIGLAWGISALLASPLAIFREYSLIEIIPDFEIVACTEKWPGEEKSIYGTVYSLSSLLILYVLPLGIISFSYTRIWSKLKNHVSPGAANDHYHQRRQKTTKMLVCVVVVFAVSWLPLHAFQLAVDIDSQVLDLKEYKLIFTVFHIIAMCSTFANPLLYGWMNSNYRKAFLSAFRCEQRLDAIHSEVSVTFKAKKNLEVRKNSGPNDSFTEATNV
# GALR2 antag = GALR2 (human) receptor antagonism; inhibition, % at 4 µM; GALR2-expressing cells, antagonist mode; O43603; 140,000 compounds, 0.39% hits; in the data active means inhibition above about 27%;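 further: cells stimulated with galanin 1-16 at roughly its EC80; 0% = agonist challenge control and 100% = basal control without agonist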
# Target sequence (O43603 whole entry, looked up): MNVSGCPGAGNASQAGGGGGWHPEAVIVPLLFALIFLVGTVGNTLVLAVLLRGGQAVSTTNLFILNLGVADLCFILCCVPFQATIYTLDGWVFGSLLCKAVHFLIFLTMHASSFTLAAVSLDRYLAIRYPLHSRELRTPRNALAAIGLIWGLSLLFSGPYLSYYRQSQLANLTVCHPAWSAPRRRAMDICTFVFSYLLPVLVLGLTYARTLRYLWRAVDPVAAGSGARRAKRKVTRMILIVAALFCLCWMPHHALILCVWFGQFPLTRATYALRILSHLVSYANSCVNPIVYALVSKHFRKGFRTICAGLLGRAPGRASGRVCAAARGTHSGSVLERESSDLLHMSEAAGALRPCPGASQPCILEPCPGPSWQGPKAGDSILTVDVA
# HCT116 bCat-KO = beta-catenin-lacking colon tumor cell growth suppression. HCT116 beta-catenin knockout viability, CellTiter-Glo, 60 h; hits give low values. viability, % at 10 µM. 140,000 compounds, 1.5% hits;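 active means viability at or under a set limit, the compound median less 4 SD, cut at about 6% in these data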;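 further: 0% = Hyamine 1622 control at 20 µM and 100% = untreated cell control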
# BB579 growth dn = yeast BB579 growth reduction in restrictive medium; inhibition, % at 10 µM; S. cerevisiae BB579 growth, OD615, 48 h; 140,000 compounds, 0.51% hits;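 active means inhibition above a set limit, 3 SD over the mean compound inhibition, cut at about 44% in these data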; further: inactives centre near -24
#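 Assay system – yeast BB579 (DeaD) · Dosing – single compound dose of 10 µM, 0.25% DMSO final · Detection – OD615 turbidity measurement · Buffer or medium – CSMM-D restrictive synthetic medium containing dextrose (glucose) · Benchmarks – positive control amphotericin B 10 µg/mL · Incubation – 48 h exposure, 30 °C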
# Starred values were filed as active, the others as inactive; x = not tested or not shown.
SMILES,MRP-1 activ,E-sel TNF inh,Phagocyt inh,PTEN del growth,Yeast lifespan up,Measles CPE,NPY-Y2 antag,GALR2 antag,HCT116 bCat-KO,BB579 growth dn
CCN1CCN(C(c2ccccc2)c2nnnn2Cc2ccccc2)CC1 (configuration not stated),-5.0,-18.5,x,94.2,x,7.2,5.2,-1.5,98.0,-27.5
C/C=C/c1ccc(OCCCCOc2c(OC)cccc2OC)c(OC)c1,-1.2,x,-5.9,86.9,-3.1,15.1,3.2,-3.9,84.9,-38.0
O=c1nc(NCc2ccccc2Cl)cn[nH]1,-1.0,-3.2,0.0,98.4,-5.5,2.8,-1.0,2.0,101.5,12.4
Cc1cc(=O)n2c(nc3ccccc32)[nH]1,-3.9,-1.2,x,101.5,x,6.1,6.0,-2.9,95.7,-2.5
Cc1cc(C)c(C)c(S(=O)(=O)NCC(=O)Nc2sc3c(c2C(N)=O)CCCC3)c1C,-0.9,-5.2,0.9,90.2,3.9,1.1,2.6,-0.9,78.7,-59.8
CCc1ccc(Nc2cc(=O)n(C3CCCCC3)c(=O)[nH]2)cc1,0.6,8.5,x,98.5,-1.0,2.5,4.6,7.8,72.3,-9.9
O=C(NC(c1ccccc1)c1cc(Cl)c2cccnc2c1O)c1cccnc1 (configuration not stated),-4.8,x,-10.6,8.5,-5.7,8.7,-0.3,-4.5,6.4,27.5
O=C(COC(=O)c1ccccc1NS(=O)(=O)c1ccc(Cl)cc1)NCc1ccccc1,0.0,3.7,-2.7,96.8,8.3,14.3,6.1,-7.9,95.0,-47.1
COc1ccc(C(=O)N(Cc2ccco2)Cc2cccs2)c(O)c1,-4.2,x,-2.2,88.2,-10.8,3.1,4.7,-3.6,89.5,-27.9
CCn1ccc(C(=O)Oc2ccc(Cl)cc2)n1,-1.3,13.1,x,87.6,-6.6,9.8,2.2,8.4,95.1,-13.7
CCN(CC(O)COc1ccc(OCC(O)CN(CC)C2CCCCC2)cc1)C1CCCCC1 (configuration not stated),-6.0,3.0,x,76.0,x,5.8,9.5,9.7,82.3,-35.6
Cc1occc1-c1n[nH]c(=S)n1-c1ccccc1,-0.8,x,x,97.2,0.1,12.5,6.4,15.4,90.3,-35.0
Cc1cc(C)cc(Oc2nn[nH]n2)c1,-2.3,4.3,x,92.6,-18.1,3.2,3.7,7.0,91.5,-7.0
CC(=O)NC(Cc1c[nH]c2ccccc12)C(=O)N1CCc2ccccc2C1 (configuration not stated),-1.4,x,-0.7,105.2,0.0,25.0,-2.9,11.9,97.1,-82.8
CC1(C)Cc2nc3sc(C(=O)NCCO)c(N)c3cc2CO1,-0.8,6.1,x,96.5,x,3.5,5.7,-6.9,87.4,-10.6
Cc1ccc(NC(=O)CC2SC3=NCCCN3C2=O)c(C)c1 (configuration not stated),-1.6,-14.0,0.2,78.7,0.3,14.0,1.2,-1.3,68.8,-34.4
CC(=O)Nc1nc2ccccc2n1Cc1ccccc1,-3.7,4.5,x,16.8,-23.4,6.9,-0.5,-6.6,15.0,-2.8
COc1cccc(C2/C(=C(\O)c3ccc4c(c3)OCO4)C(=O)C(=O)N2CCN(C)C)c1OC (configuration not stated),-1.3,-11.8,3.6,95.4,-2.1,0.5,-0.3,-0.9,100.2,-32.0
C/C=C/Cn1c(SCc2ccc(Cl)cc2)nc2c1c(=O)[nH]c(=O)n2C,-0.7,-10.6,-1.1,92.8,-7.5,8.2,4.2,-5.5,85.0,-79.5
O=C(c1cccc(C(=O)N2CCN(c3ccccc3)CC2)c1)N1CCN(c2ccccc2)CC1,0.0,-8.4,-0.6,73.8,-14.4,9.7,7.0,-0.2,67.2,-23.0
CCOc1ccc(C(=O)NCC(=O)OCC(=O)N2CCCCC2)cc1,0.2,25.0,0.1,105.1,-3.6,58.7,2.6,-4.1,96.8,-26.8
O=C(Nc1ccc(Cn2cccn2)cc1)c1ccc(COc2ccc(Br)cc2)cc1,-1.7,59.4,x,96.2,-3.8,18.3,7.0,19.6,96.3,-31.4
C1=CC2CC1CC2CN1CCN(c2ccccc2)CC1 (configuration not stated),-0.3,11.0,0.0,85.1,-1.4,9.8,7.3,6.6,79.5,-37.3
COc1ccc(NC(=O)C2CCCO2)cc1OC (configuration not stated),0.1,-6.5,-0.9,90.6,-9.1,15.3,1.1,7.0,91.0,-17.2
CCOc1ccc(N2CC(C(=O)Nc3ccc(S(=O)(=O)N4CCOCC4)cc3)CC2=O)cc1 (configuration not stated),-0.2,x,-3.0,81.6,-9.5,21.1,2.6,1.0,81.6,-22.6
# (more compounds)
SMILES,MRP-1 activ,E-sel TNF inh,Phagocyt inh,PTEN del growth,Yeast lifespan up,Measles CPE,NPY-Y2 antag,GALR2 antag,HCT116 bCat-KO,BB579 growth dn
CC(C)OC(=O)CCCNc1ccc([N+](=O)[O-])cc1[N+](=O)[O-],1.2,x,x,86.2,2.1,11.1,-0.2,-5.0,97.0,-24.6
O=C(COC(=O)C1CCN(S(=O)(=O)c2cccc3cccnc23)CC1)c1ccccc1,-1.8,14.8,-8.3,104.8,0.8,6.1,6.4,1.4,94.5,-35.4
CCOC(=O)c1cc(-c2ccco2)nc2c1c(C)nn2CCC#N,-1.6,-38.7,-1.1,90.4,-22.3,31.0,10.5,-7.0,74.5,-5.6
Cc1ccc(NCN2C(=O)C3CC=CCC3C2=O)cc1 (configuration not stated),-1.9,6.4,x,95.7,x,22.5,0.7,5.8,102.4,-15.2
Cc1cc2ncn(/N=C/c3cccnc3)c2cc1C,-2.2,x,-1.4,77.4,-13.8,6.3,-2.1,11.8,82.6,-13.2
COCC(=O)Nc1ccc([N+](=O)[O-])cc1C,-0.1,23.1,x,99.8,0.9,22.9,3.0,6.0,95.1,-15.3
C=C(C)c1cccc(C(C)(C)NC(=O)Nc2ccc(C)cn2)c1,0.6,x,-3.6,70.8,-2.8,7.1,3.9,-8.3,75.8,-11.5
Cc1nc(-c2ccccn2)sc1C(=O)Nc1ccc(F)cc1,-4.1,-3.6,x,89.9,-17.2,7.6,-0.2,-8.4,94.1,-32.0
COCCN(Cc1cc2cccc(C)c2[nH]c1=O)C(=O)c1ccccc1,-2.4,15.8,-0.9,98.6,-15.3,4.4,1.5,0.4,93.2,-39.8
COCCCNC(=O)CC(NS(=O)(=O)c1ccc(Cl)cc1)c1ccc(OC)cc1 (configuration not stated),-1.0,6.7,x,106.6,0.5,8.2,0.6,-12.4,103.7,-49.0
Cc1ncc(S(=O)(=O)c2ccc(Cl)cc2)c(-c2ccccc2)n1,-1.6,-6.3,x,93.5,0.8,22.9,0.7,-2.5,93.2,-30.1
COC(=O)CCc1c(C)[nH]c(=S)[nH]c1=O,-2.6,x,1.4,99.7,-7.1,4.7,-0.1,-27.1,91.9,-26.7
Cc1ccc(C(=O)CSc2nsc(C)c2C#N)cc1,-1.4,22.4,-0.1,105.2,-8.5,8.2,1.5,-2.0,90.1,-42.0
C=CCn1c(CNc2ccccc2)nnc1SCC(=O)N/N=C/c1ccccc1O,5.3*,14.3,-1.0,90.7,-3.5,1.4,-0.4,4.3,86.7,-7.9
Cn1c(N)c(C(=O)COC(=O)CSc2ccc(Cl)cc2)c(=O)n(C)c1=O,-0.3,x,3.5,97.6,2.3,2.6,9.5,5.4,98.4,-1.4
Cc1cc(C)c(NC(=O)CSc2nnc(-c3ccncc3)n2Cc2ccco2)c(Cl)c1,-0.5,x,3.6,93.3,-4.4,1.2,-1.0,-8.9,86.5,-44.7
CSCCC(/C(O)=C(\C#N)c1nc2ccccc2[nH]1)N1C(=O)c2ccccc2C1=O (configuration not stated),-3.6,20.3,-0.6,88.6,-7.2,4.9,-1.6,5.2,98.9,-5.8
O=c1ccnc(NCCc2ccccc2)[nH]1,-2.4,9.6,0.2,88.3,-18.9,16.8,-0.9,2.2,96.8,7.8
CC(C)(C)c1ccc(S(=O)(=O)CCc2ccccn2)cc1,-1.8,26.6,0.2,88.2,11.0,14.9,1.3,-6.5,88.0,-16.3
CCC(=O)N1CCN(CCN=CC2=C(O)CC(c3ccc(OC)cc3)CC2=O)CC1 (configuration not stated),-0.5,-0.5,-8.8,105.9,15.4,8.9,-0.3,-1.3,97.2,-35.0
Cn1cc(C(=O)NCc2cccs2)c(=O)c2cc(S(=O)(=O)N3CCCC3)ccc21,-0.2,-4.2,0.1,89.4,4.1,9.5,-3.7,-17.7,90.5,-26.3
Cc1cc(OC(=O)Cc2cccc3ccccc23)c([N+](=O)[O-])c(=O)[nH]1,-1.5,x,-12.2,89.0,2.4,21.6,6.9,8.4,102.5,-13.5
COc1ccccc1/C=C(\NC(=O)c1ccc(OC)c(OC)c1)C(=O)Nc1cc([N+](=O)[O-])ccc1C,-5.4,-24.8,-7.8,9.4,5.6,18.5,5.3,-1.4,43.1,-38.6
CSCCC(NC(=O)c1ccoc1C)C(=O)O (configuration not stated),-2.5,x,-0.5,95.9,-2.2,26.2,-1.5,7.2,99.7,-46.4
COc1ccc(C(=O)Nc2ccccc2N2CCOCC2)cc1[N+](=O)[O-],-1.6,-2.1,1.5,89.8,-3.6,7.9,2.1,-2.3,89.5,-62.2
# Later entries:
SMILES,MRP-1 activ,E-sel TNF inh,Phagocyt inh,PTEN del growth,Yeast lifespan up,Measles CPE,NPY-Y2 antag,GALR2 antag,HCT116 bCat-KO,BB579 growth dn
O=C(CCN1CCCCCC1)Nc1ccccc1F,0.9,14.9,x,95.5,x,4.4,4.4,0.1,88.3,-25.6
Cc1ccc(CNC(=O)CCc2ccc(S(=O)(=O)NC3CCCCC3)cc2)cc1,-0.7,-2.2,6.1,89.8,-5.1,6.6,2.7,2.8,94.6,-1.7
O=C(Nc1ccccc1)c1ccc(F)c(S(=O)(=O)N2CCOCC2)c1,-0.8,5.7,-0.5,93.7,-8.9,18.9,0.5,-1.1,79.8,-41.8
Cc1cc(C)c(S(=O)(=O)/N=C2/C=C(Sc3ncn[nH]3)C(=O)c3ccccc32)cc1C,-4.0,-13.5,3.5,4.7,4.7,3.7,1.4,19.4,3.1*,-24.1
COc1cc(-c2nnc(-c3ccco3)o2)ccc1OCc1ccccc1,-2.3,x,x,91.7,-9.3,52.4,7.0,1.2,88.7,-42.6
COCCCNC(=O)CC(NS(=O)(=O)c1ccc(F)cc1)c1ccc(OC)cc1 (configuration not stated),-0.4,16.2,x,92.9,19.6,9.8,-1.3,-9.5,93.3,-33.9
C[C@@H](C(=O)OCC(=O)Nc1cc(S(=O)(=O)N2CCOCC2)ccc1Cl)N1C(=O)C2CCCCC2C1=O (some centres not stated),-3.2,-23.6,0.6,100.2,3.5,20.6,3.6,5.3,98.8,-17.6
O=C(NNC(=S)NC(=O)c1sc2ccccc2c1Cl)c1ccc(Cl)cc1,-4.6,8.9,-2.6,63.5,1.5,4.8,1.9,-3.5,59.4,-5.1
OCc1ccc(O)c2ncccc12,-6.3,-12.6,x,5.0,-21.1,0.6,2.9,0.0,4.3*,96.2*
Cc1ccc(S(=O)(=O)Nc2ccccc2/C=N/c2nc3ccccc3n2C(C)C)cc1,-3.8,x,-8.0,70.8,53.4*,18.0,-2.9,8.9,83.0,-9.6

# Screening results as filed in PubChem BioAssay.
